# Compound activity: PubChem, National Center for Advancing Translational Sciences (NCATS)
# PGK inhibitor – inhibitors of T. brucei phosphoglycerate kinase; PGK/GAPDH coupled, Kinase-Glo luminescence, 60 min; Potency, µM (series often up to 57.5 µM), inactives show at the top dose activity change, negative = inhibition, hits mostly inhibitors; 0.043% of 380,000 active; also: potency is read from the fitted curve at half-maximal effect; % is scaled to controls: 0 for no effect and ±100 for the full control effect; nearly all actives have a fitted effect of over 60% in size
#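 Recombinant glycosomal PGK reaction used 1,3-bisphosphoglycerate generated in-well by GAPDH (100nM final) in 100mM TEA pH 7.6, 5mM MgCl2, 0.01% Tween-20. After 60 minutes at room temperature, ATP was read by Kinase-Glo Plus luminescence end-point.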
# POLH inh – blocks human DNA polymerase eta activity. 1.2% of 390,000 active. recombinant Pol eta, fluorescent DNA replication assay. Q9Y253. Potency, µM (highest dose often 114 µM), for the others: at the top dose activity change, negative = inhibition, usual class: inhibitors; also: potency is read from the fitted curve at half-maximal effect; % is scaled to controls: 0 for no effect and ±100 for the full control effect
#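 Fluorescent replication assay: 50 nM final substrate added after a 15 min room-temperature compound preincubation with 10 nM enzyme. Signal taken at 0 min and again at 10 min.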
# Pol beta inh – blocks human DNA polymerase beta activity; P06746; Pol beta primer extension/strand displacement, fluorescence kinetic; Potency, µM (doses to about 114 µM), inactives show at the top dose activity change, negative = inhibition, usual class: inhibitors; 1.3% of 340,000 active; also: potency is read from the fitted curve at half-maximal effect; % is scaled to controls: 0 for no effect and ±100 for the full control effect
#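 Homogeneous kinetic assay of primer extension and strand displacement by 10 nM Pol beta, preincubated 15 min at room temperature with compound before 50 nM substrate (final) was added. Read at 0 and 10 min; four-parameter Hill fit.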
# POLK inh – DNA polymerase kappa (human) inhibition. purified Pol kappa, fluorescent DNA synthesis assay, 10 min. Potency, µM (titrated, usually from 107 µM), for the others: top-dose activity, negative = inhibition, usual class: inhibitors. 0.53% of 400,000 active. AID 588579; also: potency is read from the fitted curve at half-maximal effect; % is scaled to controls: 0 for no effect and ±100 for the full control effect
#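 Enzyme at 10 nM met test compounds for 15 min at room temperature. Substrate addition (50 nM final) began the reaction, which was monitored by fluorescence at 0 and 10 min.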
# RXFP1 antag – blocks the human relaxin receptor RXFP1. Q9HBX9. HEK293-RXFP1, relaxin-stimulated cAMP HTRF, 30 min; active compounds read low. activity change, negative = inhibition, % at 57.5 µM. 0.59% of 350,000 active. AID 1259400;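 active = activity change of -60% or lower, but not beyond a set lower limit; inconclusive = change between -60% and -40%, or beyond the set limit; inactive = change above -40%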; also: % is scaled to controls: 0 for no effect and ±100 for the full control effect
# Anesthetic bind – candidate novel general anesthetic via apoferritin binding; P02791; apoferritin/1-aminoanthracene competitive binding, fluorescence; Potency, µM (top dose mostly 77.5 µM), for inactives: top-dose activity change, negative = displacement, most hits filed as inhibitors; 0.074% of 350,000 active; also: potency is read from the fitted curve at half-maximal effect; % is scaled to controls: 0 for no effect and ±100 for the full control effect; nearly all actives have a fitted effect of over 20% in size
#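 Horse-spleen apoferritin (10 uM) in 50% saturated 1-aminoanthracene in PBS was incubated 10 min at room temperature with compound. Fluorescence (ex 380, em 535 nm) was normalized to free and bound 1-AMA, with concentration-response fitted by a four-parameter Hill equation.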
# BLM inh – blocks DNA unwinding by human BLM helicase; P54132; recombinant BLM DNA unwinding, fluorescence dequenching; Potency, µM (highest dose often 56.1 µM), for the others: at the top dose activity change, negative = inhibition, usual class: inhibitors; 0.2% of 350,000 active; AID 2528;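 also: potency is read from the fitted curve at half-maximal effect; plate controls were vehicle for no effect and no enzyme for full effect; nearly all actives have a fitted effect of over 35% in size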
# Target sequence (P54132 whole entry, looked up): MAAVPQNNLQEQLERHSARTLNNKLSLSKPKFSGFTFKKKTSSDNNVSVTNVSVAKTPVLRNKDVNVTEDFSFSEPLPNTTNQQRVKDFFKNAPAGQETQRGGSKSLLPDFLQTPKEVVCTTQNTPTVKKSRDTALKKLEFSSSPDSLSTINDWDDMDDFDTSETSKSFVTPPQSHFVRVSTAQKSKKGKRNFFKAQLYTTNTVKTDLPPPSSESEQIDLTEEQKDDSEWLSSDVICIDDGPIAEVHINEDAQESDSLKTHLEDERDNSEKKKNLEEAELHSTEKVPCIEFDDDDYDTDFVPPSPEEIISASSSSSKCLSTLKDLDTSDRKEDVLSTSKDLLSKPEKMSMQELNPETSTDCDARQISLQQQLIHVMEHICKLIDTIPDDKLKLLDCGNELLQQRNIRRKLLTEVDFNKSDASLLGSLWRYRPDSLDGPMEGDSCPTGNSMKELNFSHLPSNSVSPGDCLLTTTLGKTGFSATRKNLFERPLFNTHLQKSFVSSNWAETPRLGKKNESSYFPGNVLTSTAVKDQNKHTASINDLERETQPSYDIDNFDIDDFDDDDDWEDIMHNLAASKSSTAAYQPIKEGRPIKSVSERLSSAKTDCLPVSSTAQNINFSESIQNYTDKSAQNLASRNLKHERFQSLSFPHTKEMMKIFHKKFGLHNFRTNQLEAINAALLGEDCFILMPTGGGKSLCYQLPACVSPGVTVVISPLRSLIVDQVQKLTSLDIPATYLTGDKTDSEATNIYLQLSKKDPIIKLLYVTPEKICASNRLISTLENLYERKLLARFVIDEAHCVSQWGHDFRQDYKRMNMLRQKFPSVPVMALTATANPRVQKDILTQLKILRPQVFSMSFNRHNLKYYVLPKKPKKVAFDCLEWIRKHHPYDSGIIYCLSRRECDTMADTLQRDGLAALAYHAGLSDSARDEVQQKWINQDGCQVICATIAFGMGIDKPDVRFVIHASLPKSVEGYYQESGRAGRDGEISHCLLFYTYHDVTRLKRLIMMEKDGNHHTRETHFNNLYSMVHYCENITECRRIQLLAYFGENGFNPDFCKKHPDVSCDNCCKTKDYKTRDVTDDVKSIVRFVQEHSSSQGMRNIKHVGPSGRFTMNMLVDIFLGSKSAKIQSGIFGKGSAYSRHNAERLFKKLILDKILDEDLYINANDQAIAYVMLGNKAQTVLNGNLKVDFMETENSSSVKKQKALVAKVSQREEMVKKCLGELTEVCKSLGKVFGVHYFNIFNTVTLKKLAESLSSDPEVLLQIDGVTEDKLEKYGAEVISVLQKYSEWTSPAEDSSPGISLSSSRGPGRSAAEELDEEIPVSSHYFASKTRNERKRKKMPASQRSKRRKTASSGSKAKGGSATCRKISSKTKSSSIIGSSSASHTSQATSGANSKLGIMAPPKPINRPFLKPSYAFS
# APE1 inh – APE1 (human) endonuclease inhibition | P27695 | recombinant APE1, TAMRA/BHQ-2 abasic DNA cleavage fluorescence | 0.35% of 350,000 active | Potency, µM (top dose mostly 65.8 µM), for inactives: top-dose activity change, negative = inhibition, most hits filed as inhibitors;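 also: potency is read from the fitted curve at half-maximal effect; plate controls were vehicle for no effect and reference inhibitor for full effect; nearly all actives have a fitted effect of over 55% in size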
#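 0.75 nM APE1 + cpd, 15 min RT; start w/ 50 nM TAMRA/BHQ-2 THF-abasic dsDNA; kinetic fluor 525/598 nm ×3 reads @60 s; Δ(read3−read1); normalized to DMSO and NSC13755 control wells.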
# Pol iota inh – DNA polymerase iota (human) inhibition | Q9UNA4 | Pol iota fluorescent replication assay, 10 min | Potency, µM (titrated, usually from 115 µM), without a hit: at the top dose activity, negative = inhibition, usual class: inhibitors | 1% of 390,000 active; also: potency is read from the fitted curve at half-maximal effect
#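 Fluorescent replication assay read twice, at 0 min and 10 min after adding 50 nM (final) substrate. Enzyme (10 nM) and compounds were first incubated 15 min at room temperature; enzyme-free buffer wells were negative controls.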
# An asterisk follows results filed as active; i = inactive; ? = inconclusive; · = no result given; [ ] = another dose, or the depositor's remark. Unless noted, calls follow the shape of the dose curve; as a rule, active = well fitted curve in the direction sought with a large enough effect; inconclusive = small, poorly fitted or top-dose-only effect, or another doubt; inactive = no such curve, though single readings can be large; an effect the other way counts as inactive or inconclusive. These rows are one share of the data, so the mix of outcomes need not match the whole.
cpd	molecule	PGK inhibitor	POLH inh	Pol beta inh	POLK inh	RXFP1 antag	Anesthetic bind	BLM inh	APE1 inh	Pol iota inh
1	Cn1nc(-c2ccccc2)c2cc(C(=O)O)sc21	-6%	-11%	21%	1%	-4	1%	-3%	-2%	29%
2	Cc1ccc(NC(=O)C2CCN(S(=O)(=O)c3cccc4nonc34)CC2)cc1C	-2%	13%	-11%	-5%[60.1 µM]	-31	-14%	-9%	·	-20%
3	CCN(C(=O)Cn1c(=O)oc2ccccc21)c1c(N)n(Cc2ccccc2)c(=O)[nH]c1=O	i	-15%	·	9%	-3	·	·	0%	13%
4	O=C(c1cc(COc2cccc(C(F)(F)F)c2)on1)N1C[C@@H]2CCC[C@H]1C2	0%	-26%	-4%	-12%	-35	-20%	-12%	-15%	-6%
5	O=C(NC(=S)Nc1ccc(F)cc1)C1CCCCC1	-1%	-19%	42%	2%	-9	-15%	-3%	1%	86%[activator]
6	Cc1ccc(CCNC(=O)c2ccc(CSCc3ccc(C)cc3)o2)cc1	i	-12%	21%	-2%[60.1 µM]	?	91%[activator]	-9%	·	?
7	O=C(CN1C(=O)c2ccccc2C1=O)N1CCN=C1c1ccccc1	0%	-19%	-31%	-3%	-6	-4%	0%	1%	101%[activator]
8	CN1C(=O)C2(C(C#N)=C(N)N(c3cc(Cl)cc(Cl)c3)C3=C2C(=O)CC(C)(C)C3)c2ccccc21 (stereo not drawn)	3%	-5%	35%	-6%	-7	-22%	2%	2%	5%
9	CCS(=O)(=O)NCCc1csc(-c2cccnc2)n1	4%	-3%	0%	-3%	0	3%	3%	-1%	15%
10	O=C(c1cc2ccc([N+](=O)[O-])cc2oc1=O)N1CCOCC1	-4%	-23%	-27%	8%	5	-5%	-5%	-4%	12%
11	CN(C(=O)c1ccc(NC(=O)Cc2ccc(NC(=O)C3CCN(C(=O)c4ccccc4)CC3)cc2)cc1)C1CCCC1	-10%	-18%	·	2%	·	·	·	·	38%[activator]
12	CCOC(=O)C1=CN(Cc2ccco2)S(=O)(=O)NC1c1ccc(Br)cc1F (stereo not drawn)	7%	-7%	·	-10%	·	·	·	-17%	?
13	CCOC(=O)C1CCN(C(=O)CN2C(=O)c3ccccc3S2(=O)=O)CC1	-9%	-4%	·	2%	-15	·	·	7%	-27%
14	Cc1cc(=O)oc2cc(OCC(=O)OCC(=O)Nc3ccc(C(C)C)cc3)ccc12	-12%	-5%	-16%	-1%	4	?	-10%	1%	37%
15	Cc1ccc(CSCC(=O)N(CCC(C)C)c2c(N)n(Cc3ccccc3)c(=O)[nH]c2=O)cc1	-7%	-15%	·	0%	-3	·	·	23%	-10%
16	COc1ccc(C(=O)NCC(c2ccc(N(C)C)cc2)N2CCc3ccccc32)cc1OC (stereo not drawn)	-12%	-8%	1%	-6%[60.1 µM]	-26	38%[activator]	-4%	·	-10%
17	c1ccc2oc(-c3ccc(Nc4nc(N5CCCC5)nc(N5CCOCC5)n4)cc3)nc2c1	·	·	15%	·	·	-4%	1%	10%	·
18	CCOC(=O)Cc1nnc(NCc2ccccc2)c2ccccc12	5%	-7%	2%	-7%	-9	-8%	-4%	-21%	30%
19	C=CCn1c(SCc2c(C(=O)OC)sc(N)c2C(=O)OC)nnc1-c1ccc(Cl)cc1	2%	-12%	18%	1%	4	?	-1%	-1%	10%
20	O=C1Nc2ccccc2N(O)N1c1ccc(S(=O)(=O)N2CCOCC2)cc1	-2%	-8%	23%	-7%	23	-3%	3%	-2%	-4%
21	Cc1ccc(C(C(=O)NCC2CCCO2)N(C(=O)c2snc(C(N)=O)c2N)c2ccccc2F)o1 (stereo not drawn)	-5%	-4%	6%	-4%	?	17%	-2%	54%[activator]	50%[activator]
22	CCOC(=O)C1CCN(Cc2ccc(O)c(OC)c2)CC1	-2%	-6%	-9%	-13%	-2	-7%	3%	-6%	25%
23	CCOC(=O)CSc1nc2ccccc2c(=O)n1CC1CCCO1 (stereo not drawn)	-8%	-9%	10%	-1%	-1	-11%	-2%	-4%	-8%
24	Cc1c(NC(=O)c2cccc(NC(=O)COc3ccccc3)c2)c(=O)n(-c2ccccc2)n1C	-3%	-11%	·	-9%	6	·	·	37%[activator]	7%
25	CC(C)CN1C(=O)NC(NC(=O)c2cccnc2)(C(F)(F)F)C1=O (stereo not drawn)	-8%	-4%	35%	-1%	7	-7%	-2%	-1%	-13%
26	Cc1ccc(-c2cc(C(=O)N/N=C/c3c[nH]c4ccccc34)n[nH]2)o1	·	-15%	28µM*	?	-1	0%	-5%	1%	?
27	CCCOc1ccc(C(=O)NNC(=O)CCNC(=O)c2ccccc2Cl)cc1OC	-2%	-9%	·	3%	-5	·	·	45%[activator]	6%
28	CSc1ccccc1C(=O)Nc1nc2ccccc2[nH]1	-8%	9%	9%	-11%	1	-4%	-2%	-1%	114%[activator]
29	O=C(CN1CCOCC1)N1CCOCC1	-3%	0%	·	-16%	-20	·	·	·	12%
30	CC(Oc1ccc(Cl)cc1)c1ccnn1S(=O)(=O)c1ccccc1 (stereo not drawn)	i	1%	22%	-8%	-1	-17%	-10%	-4%	-2%
31	CCCCOc1c(Br)cc(/C=N/O)cc1OCC	-9%	-18%	?	1%	·	-6%	-14%	6%	-6%
32	CCC(=O)c1ccc(OCC(=O)O)c(OC)c1	i	-6%	1%	4%	3	2%	13%	-3%	6%
33	O=C(NNC(=O)c1cc(-c2cccnc2)nc2ccccc12)Nc1ccc(Cl)cc1	-5%	-16%	?	-29%	-73*	-23%	-13%	20%	195%[activator]
34	CCN(CC)S(=O)(=O)c1ccc(F)cc1	-3%	-7%	-1%	16%	-9	7%	4%	13%	?
35	OCCN(Cc1ccccc1)Cc1ccc(Cl)cc1Cl	·	-11%	0%	-9%	-24	-18%	-7%	-6%	?
36	O=[N+]([O-])c1ncccc1Oc1nc(-c2cccnc2)nc2ccccc12	-2%	-1%	1%	-16%	5	-7%	-7%	-4%	126%[activator]
37	Cc1ccccc1Cn1c(=O)n(Cc2ccco2)c(=O)c2oc3ccccc3c21	9%	-1%	-4%	-12%	-14	55%[activator]	-7%	·	-5%
38	COc1ccc(N2C(=O)NC(NC(=O)C(C)(C)C)(C(F)(F)F)C2=O)cc1 (stereo not drawn)	0%	3%	-1%	-3%	5	-6%	-3%	-9%	-7%
39	NS(=O)(=O)c1ccc(NC(=O)c2ccc(S(=O)(=O)N3CCOCC3)o2)cc1	-4%	-7%	15%	-9%	9	-7%	0%	0%	14%
40	CCOC(=O)C1=C(CN2CCN(C(=O)c3ccco3)CC2)NC(=O)NC1c1ccc(OC(C)C)cc1 (stereo not drawn)	-11%	-12%	10%	-1%	-4	-8%	-1%	43%	42%[activator]
41	CCN1CCN(C(=O)c2ccc3c(c2)N(Cc2cccc(F)c2)C(=O)c2ccccc2S3)CC1	-1%	?	?	-2%[60.1 µM]	-14	-13%	-4%	·	?
42	COC(=O)CNC(=O)C12CC3CC(C1)CC(c1ccc(C)cc1)(C3)C2	-8%	-22%	-5%	-6%	0	?	-2%	-2%	58%[activator]
43	COC(=O)c1sccc1NC(=O)C1CCCCC1C(=O)O (stereo not drawn)	-3%	-12%	15%	-4%	6	-4%	-2%	0%	7%
44	CNC(=O)c1sc(-c2ccccc2)nc1C	-1%	-17%	-24%	-8%	2	-7%	9%	3%	7%
45	CCC(C)[C@H](NC(=O)NCCC1=CCCCC1)C(=O)OC (stereo partly drawn)	1%	-3%	38%	2%	2	0%	-6%	1%	4%
46	COc1ccc(CCNC(=O)C2CCC(=O)N(CC3CCCCC3)C2)cc1 (stereo not drawn)	-4%	-9%	?	-14%	-9	-20%	1%	-4%	0%
47	O=C(Cn1cnnn1)Nc1cccc([N+](=O)[O-])c1	5%	4%	-22%	-5%	-4	-10%	-1%	-1%	113%[activator]
48	O=C(CN1C(=O)c2cccnc2Oc2ccc(Cl)cc21)N1CCCC1	-4%	-8%	18%	1%	-7	2%	0%	28%	0%

# 2 entries picked at random from the list so far, as already listed:
cpd	molecule	PGK inhibitor	POLH inh	Pol beta inh	POLK inh	RXFP1 antag	Anesthetic bind	BLM inh	APE1 inh	Pol iota inh
39	NS(=O)(=O)c1ccc(NC(=O)c2ccc(S(=O)(=O)N3CCOCC3)o2)cc1	-4%	-7%	15%	-9%	9	-7%	0%	0%	14%
37	Cc1ccccc1Cn1c(=O)n(Cc2ccco2)c(=O)c2oc3ccccc3c21	9%	-1%	-4%	-12%	-14	55%[activator]	-7%	·	-5%

# Later entries
cpd	molecule	PGK inhibitor	POLH inh	Pol beta inh	POLK inh	RXFP1 antag	Anesthetic bind	BLM inh	APE1 inh	Pol iota inh
49	CCc1cc2c(SCC(=O)N3CCCC3=O)ncnc2s1	i	-21%	·	-4%	1	·	·	5%	6%
50	CCOC(=O)c1c(NC(=O)COc2c(C)cc(Cl)cc2Cl)sc2c1CCCC2	-1%	-15%	5%	-15%	-5	5%	-4%	·	69%[activator]
51	COc1ccc2oc(=O)c(C(=O)N3CCN(C(=O)c4ccccc4)CC3)cc2c1	i	-6%	36%	2%	-10	122%[activator]	-2%	21%	30%[activator]
52	OCc1ccnc2oc3ccccc3c12	i	-14%	·	-1%	11	·	·	·	163%[activator]
53	Cn1ccs/c1=N\S(=O)(=O)c1ccc(F)cc1	-8%	-2%	18%	-19%	1	-16%	-2%	-2%	12%
54	CS(=O)(=O)c1ccc2nc(NC(=O)C3CC(=O)N(c4ccc(F)cc4)C3)sc2c1 (stereo not drawn)	-11%	-25%	?	0%	-22	-4%	-4%	27%	18%
55	CCOC(=O)c1sc2nc(CC(=O)OC)nc(NCc3ccc(Cl)cc3)c2c1C	i	3%	4%	-10%	1	-17%	-12%	-4%	10%
56	O=C(Cn1cnc([N+](=O)[O-])n1)NCCc1ccccc1	1%	0%	-1%	-9%	13	-5%	-2%	?	16%
57	CC(C)c1c(C(=O)N/N=C/c2ccc(-c3ccccc3)cc2)nnn1-c1nonc1N	-4%	-16%	-8%	-8%	-13	-3%	0%	11%	1%
